FN deposition inh: fibronectin deposition inhibition | AH1F fibroblasts, Alexa488-fibronectin deposition fluorescence, overnight | hit rate 0.086% among 350,000 | AID 743247 | inhibition, % at 12.6 µM;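 active = mean inhibition across replicates of 30% or more, regardless of how many single replicates reach that level; inconclusive = mean under 30% yet at least half of replicates reach 30%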;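 note: positive control wells lacked labelled fibronectin entirely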
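Material – AH1F fibroblast monolayer, labelled fibronectin deposition · Reagent – labelled fibronectin 24 nM · Timing – 1 h adhesion, overnight exposure · Measured by – fluorescence at 485 nm excitation, 525 nm emission · Read-out – inhibition of fibronectin deposition signal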
PAX8 inh HTS: inhibitors of PAX8 transcriptional activity in RMG-I cells; RMG-I TPO-luciferase reporter, SteadyGlo, 24 h; inhibition, % at 12.6 µM; hit rate 1.2% among 360,000;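 active = mean replicate inhibition at least 60% with every replicate also reaching 60%; inconclusive = only one of the two criteria is met; inactive = mean below 60% and not all replicates reaching 60%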;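 note: luciferase light reporting Pax8 driven TPO promoter activity; plate controls were median of neutral control wells for no effect and mitoxantrone controls for full effect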
EWS-Fli inh: inhibitors of EWS/Fli oncoprotein transcriptional activity | A673 NR0B1-luciferase reporter, viability-normalised | inhibition, % at 12.6 µM | hit rate 0.67% among 350,000 | AID 651661;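 active = mean inhibition of at least 50% after viability correction, with every replicate also passing that limit; inconclusive = mean reaches 50% but only one of two replicates passes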;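 note: firefly luciferase signal divided by Alamar Blue viability fluorescence both relative to DMSO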
F508del corr: correctors of CFTR F508del function in bronchial epithelial cells; hit rate 0.36% among 350,000; activity (quench increase), % at 7.58 µM; CFBE cells, YFP halide quenching; stimulated with forskolin plus potentiator P3; % fluorescence drop versus neutral controls;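 active = mean added fluorescence quench of at least 8% versus neutral control, with both replicates also reaching 8%; inconclusive = only one of the mean or replicate conditions met; inactive = mean below 8% and not both replicates reaching 8%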;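 note: cells transiently co-express mutant CFTR-F508del with the halide-sensitive YFP; corrector assay measuring rescue of mutant channel to the surface after 24 h compound exposure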
INS-1E GSIS act: GLuc luminescence reporter in INS-1E cells, primary screen for activators of glucose-dependent secretion of insulin. INS-1E GLuc reporter insulin secretion, 2-3 h. activation, % at 16.6 µM. hit rate 0.61% among 370,000. AID 743287;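 active = lowest replicate activation of at least 40%, so every replicate reaches that level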;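 note: 0% = median of neutral control wells and 100% = median of IBMX positive control wells; some compounds called inactive have numbers as strong as hits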
miR-122 sensor: blocks miR-122 activity in Huh7 sensor cells. Huh7 miR-122 Renilla luciferase sensor, 48 h; neutral wells = 0, positive control = 100. activation (reporter increase), % at 12.5 µM. hit rate 0.3% among 340,000. AID 602342;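 active = mean replicate activation score at least 90 and every replicate individually at or above 90; inconclusive = only one of the two criteria met; inactive = neither criterion met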;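 note: higher luciferase means less miR-122 activity so hits act as miR-122 inhibitors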
DENV2 CPE: inhibitors of DENV2 cytopathic effect. DENV2-infected cells, cytopathic effect rescue, plate reader. hit rate 1.7% among 350,000. CPE inhibition, % at 9.99 µM; in the data active = CPE inhibition above about 20%, passing the limit was not always enough; inconclusive = no clear call, values can overlap the other calls; tested in BHK-21 cells;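 note: 0% = median of neutral control wells and 100% = median of positive control wells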
Active calls of the source: *; ? = inconclusive; / = no result given; [ ] = remark or other dose.

SMILES	FN deposition inh	PAX8 inh HTS	EWS-Fli inh	F508del corr	INS-1E GSIS act	miR-122 sensor	DENV2 CPE
COc1ccc(NC(=O)c2cc(-c3ccco3)nc3ccccc23)cc1	5.5	22.8	3.1	-0.4	-0.8	/	0.9
O=C(O)/C=C/C(=O)NCCc1ccccc1	-12.2	17.9	19.6	-3.1	11.9	/	2.4
Cc1[nH]c(C)c(S(=O)(=O)NCc2ccc(OC(C)C)cc2)c1C(=O)N1CCCC1	-6.9	-4.5	0.9	1.5	1.2	-4.2	?
Cc1ccccc1S(=O)(=O)N1C[C@H](O)COC[C@H]2O[C@H](CC(=O)N3CCOCC3)CC[C@@H]21	5.1	-12.1	-3.8	-0.6	2.4	-2.4[16.7 µM]	-2.3
O=C(O)C1C2CC(C(Br)C2Br)C1C(=O)O (centres undefined)	-1.9	-1.3	-3.1	0.7	7.6	-8.5	0.4
COc1ccccc1CN1[C@@H]2CNC[C@H]1C2c1ccc(-c2ccncc2)cc1 (some centres undefined)	-2.3	-3.9	-12.8	-0.7	-9.2	/	7.8
O=C1C2C(c3ccccc3)CC=CC2[C@H](c2ccc(C(F)(F)F)cc2)N1Cc1ccccc1 (some centres undefined)	-12.6	17.5	19.8	0.9	-4.9	9.5	1.1
C[C@H](CO)N1C[C@H](C)[C@H](CN(C)C(=O)NC2CCCCC2)Oc2ccc(NC(=O)Cc3ccccc3)cc2C1=O	-4.5	3.6	-1.3	0.8	8.5	6.7[16.7 µM]	33.2*
O=C(Nc1cc(F)ccc1F)N1CC(=O)N2[C@H](CO)[C@H](c3ccc(C#CC4CCCCC4)cc3)[C@@H]2C1	/	15.1	1.9	-1.7	-13.2	/	-8.0
COc1ccc(C2CC(O)(c3ccccc3)Oc3cc(OC)ccc32)cc1 (centres undefined)	0.9	19.5	-16.8	1.2	-8.5	10.0	-2.1
Cc1cc(C)cc(OCC(=O)Nc2ccc3c4c(cccc24)CC3)c1	-2.8	7.4	/	/	/	0.5	/
Cc1ccc(OCCC(=O)O)cc1	-11.8	10.4	-3.2	-2.5	11.8	-2.1	1.2
Cn1c(=O)oc2cc(S(=O)(=O)N3CCCC3)ccc21	1.0	-71.7	-11.9	-0.8	26.5	3.7	3.5
O=C(Nc1ccc(S(=O)(=O)Nc2cnc3ccccc3n2)cc1)c1ccc(Br)o1	5.0	8.6	/	/	/	23.0	/
O=C(CSc1nnc(CNc2ccc(Cl)cc2)n1Cc1ccccc1)NCc1ccco1	-1.1	13.4	/	/	/	2.8	/
Cc1ccc(NC(=O)CSc2ccc(-c3cccnc3)nn2)cc1	1.8	/	-3.4	-2.1	/	-0.9	-5.9
COc1ccc(S(=O)(=O)N2CCOCC2)cc1NC(=O)COC(=O)C1=COCCO1	22.9	-33.1	4.2	-0.1	3.7	-5.9	-0.5
Cc1ccsc1/C=N\NC(=O)CC(=O)NCc1ccccc1	13.0	1.5	-3.0	2.1	0.1	/	-2.4
CC(C)(C)c1nc2sc3c(c2c(=O)o1)CCCC3	1.4	21.7	/	/	/	1.8	/
CC1CN(C(=O)c2ccc(-c3ccccc3Cl)o2)CC(C)O1 (centres undefined)	0.0	-78.0	-25.5	-3.5	13.8	-6.0	-8.8
CSCCC(NC(=O)c1ccccc1Br)C(=O)NCC(c1ccco1)N1CCCCC1 (centres undefined)	15.8	-14.6	-1.9	-1.3	18.5	-8.0	10.5
COC(=O)Cn1cc(C(=O)c2ccco2)c2ccccc21	-1.0	-10.0	/	/	/	-5.2	/
Cc1ccc(NC(=O)c2cc(N3C(=O)C=CC3=O)ccc2N2CCOCC2)cc1	25.9	50.1	29.6	-6.3	36.8	/	-5.7
CC(C)C[C@@H](CN)NC(=O)c1nc[nH]c1C(=O)N[C@@H](C)C(=O)CNC[C@H](C)NC(=O)c1nc[nH]c1C(=O)N[C@@H](CC(C)C)C(=O)O	-6.8	-5.2	0.1	4.3	6.0	1.0	5.3

Record cards, as listed above:
O=C(CSc1nnc(CNc2ccc(Cl)cc2)n1Cc1ccccc1)NCc1ccco1 is entered as FN deposition inh = -1.1; PAX8 inh HTS = 13.4; EWS-Fli inh = /; F508del corr = /; INS-1E GSIS act = /; miR-122 sensor = 2.8; DENV2 CPE = /
CC(C)C[C@@H](CN)NC(=O)c1nc[nH]c1C(=O)N[C@@H](C)C(=O)CNC[C@H](C)NC(=O)c1nc[nH]c1C(=O)N[C@@H](CC(C)C)C(=O)O is entered as FN deposition inh = -6.8; PAX8 inh HTS = -5.2; EWS-Fli inh = 0.1; F508del corr = 4.3; INS-1E GSIS act = 6.0; miR-122 sensor = 1.0; DENV2 CPE = 5.3
Cc1ccc(NC(=O)c2cc(N3C(=O)C=CC3=O)ccc2N2CCOCC2)cc1 is entered as FN deposition inh = 25.9; PAX8 inh HTS = 50.1; EWS-Fli inh = 29.6; F508del corr = -6.3; INS-1E GSIS act = 36.8; miR-122 sensor = /; DENV2 CPE = -5.7

(further entries)
SMILES	FN deposition inh	PAX8 inh HTS	EWS-Fli inh	F508del corr	INS-1E GSIS act	miR-122 sensor	DENV2 CPE
Cc1ccc(-c2cc(C(F)F)n3ncc(C(=O)Nc4cn(C)nc4C)c3n2)cc1	/	7.5	-6.9	1.5	-0.7	/	-3.6
O=C(CSc1nc2ccccc2c(=O)n1CCCO)N1CCc2ccccc21	-5.4	-35.1	0.7	/	/	-1.3	-4.7
COc1ccccc1NC(=O)N1CC(=O)N2[C@H](C1)[C@H](c1ccc(C#CC(C)C)cc1)[C@@H]2CO	-7.6	16.2	-3.3	-0.7	-21.8	/	4.2
CCOc1ccccc1OCCC(=O)OCC(=O)Nc1c(C)cc(C)cc1C	6.3	-12.4	-1.8	-5.3	-1.8	3.0	-8.8
COc1ccccc1-n1c(C)nc(=O)c(-c2ccccc2)c1C	-2.1	-1.1	/	/	/	-0.7	/
Cc1cc(O)c(C(C)C)cc1NC(=O)Nc1cc(Cl)ccc1Cl	2.6	17.9	2.1	1.0	-18.0	-2.6	3.6
CCc1noc(C)c1C(=O)Nc1ccc(-c2nnc3n2CCCCC3)cc1	/	-21.6	5.0	1.6	10.3	-2.8	-6.7
Cc1cc(Br)ccc1NC(=O)C1CCN(S(=O)(=O)c2cnc[nH]2)CC1	2.9	13.3	-3.1	0.0	-34.8	0.3	-5.2
Cc1[nH]c(=O)[nH]c(=O)c1S(=O)(=O)Nc1cccc([N+](=O)[O-])c1C	0.8	3.1	11.3	-1.2	12.2	/	8.5
CCN1C[C@@H]2[C@@H]3C(=O)N(Cc4ccccc4)C(=O)[C@@H]3[C@](Cc3ccccc3)(C1=O)N2C(=O)c1ccc(Br)cc1	-2.0	6.4	4.4	1.1	-18.3	6.2	67.6*
COc1cccc(NC(=S)NC(=O)Cc2ccccc2)c1	-0.8	-20.2	-21.4	-0.5	-19.6	/	-4.2
NCCS	-3.8	-1.3	-10.0	2.4	-2.6	1.6	18.3

Reformatted bar-delimited: part of the list above.
SMILES | FN deposition inh | PAX8 inh HTS | EWS-Fli inh | F508del corr | INS-1E GSIS act | miR-122 sensor | DENV2 CPE
CCN1C[C@@H]2[C@@H]3C(=O)N(Cc4ccccc4)C(=O)[C@@H]3[C@](Cc3ccccc3)(C1=O)N2C(=O)c1ccc(Br)cc1 | -2.0 | 6.4 | 4.4 | 1.1 | -18.3 | 6.2 | 67.6*
COc1cccc(NC(=S)NC(=O)Cc2ccccc2)c1 | -0.8 | -20.2 | -21.4 | -0.5 | -19.6 | / | -4.2
NCCS | -3.8 | -1.3 | -10.0 | 2.4 | -2.6 | 1.6 | 18.3

Following part
SMILES	FN deposition inh	PAX8 inh HTS	EWS-Fli inh	F508del corr	INS-1E GSIS act	miR-122 sensor	DENV2 CPE
Cc1ccc(NC(=S)N2CCCCCC2)cc1	-1.3	-38.7	-52.5	/	-9.8	/	-2.9
Cc1c(C)n(C)c2ccc(C(=O)NCCCN(C)C3CCCCC3)cc12	9.7	9.1	6.7	1.4	-17.7	1.0	2.0
C[C@@H]1CCCCO[C@H](CN(C)Cc2ccc(Cl)c(Cl)c2)[C@@H](C)CN([C@H](C)CO)C(=O)c2cc(NS(=O)(=O)c3ccc(Cl)cc3)ccc2O1	-11.4	28.3	0.5	4.2	12.5	-1.0[16.7 µM]	-2.9
C[C@H]1CN([C@@H](C)CO)C(=O)Cc2cc(NC(=O)Nc3ccccc3)ccc2O[C@H]1CN(C)Cc1ccc2c(c1)OCO2	/	7.7	12.6	-2.2	0.5	-11.6[16.7 µM]	?
Cc1ccc(S(=O)(=O)CC(=O)Nc2sc(C)c(C)c2C(N)=O)cc1	-2.1	0.0	-1.4	-0.8	-5.6	0.5	1.3
COc1ccc(N2CCCCn3c2nc2c3c(=O)[nH]c(=O)n2C)cc1	-8.0	2.6	/	/	/	-3.2	/
CN1CCN(c2ccc(S(=O)(=O)N3CCOCC3)cc2NC(=O)COc2ccc(C#N)cc2)CC1	17.9	-1.4	-1.5	5.6	33.8	-0.9	-2.5
COc1cc2nc(CN(C)Cc3nc4ccccc4c(=O)[nH]3)[nH]c(=O)c2cc1OC	-6.2	/	/	/	-5.4	-5.7	/
CCOC(=O)N1CCN(C(=O)CC(C)S(=O)(=O)c2cc3c(cc2C)NC(=O)CO3)CC1 (centres undefined)	5.8	-5.4	4.8	2.6	-4.6	-5.8	10.4
CC1CCN(CC(=O)N2CC(=O)Nc3ccccc32)CC1	1.8	-23.1	/	/	/	5.2	/
COc1ccc(-n2nc3c(c2NC(=O)C(C)C)CSC3)cc1	-1.0	-13.0	/	-1.3	-2.1	0.9	9.5
CC(C)(C)c1ccc(CN2C(=O)c3ccccc3S2(=O)=O)cc1	-4.6	-60.4	/	-0.8	-57.4	/	1.3
O=C(N[C@@H]1C=C[C@H](CC(=O)N2CCCCC2)O[C@H]1CO)c1ccc2c(c1)OCO2	-14.0	6.0	-2.7	-0.2	5.8	/	0.3
CCOc1ccccc1NC(=O)CCn1nc(C)c(S(=O)(=O)N2CCCCC2)c1C	1.0	17.6	/	1.0	-2.0	0.8	-3.0
O=C(c1ccc(-c2ccccc2)cc1)N1CCN(c2nc3ccccc3o2)CC1	3.2	-8.1	0.6	0.9	14.4	/	-5.4
Cc1ccc(CNC(=O)CCNC(=O)N2CCn3c2nc2ccccc23)cc1	5.0	3.5	/	1.8	9.1	0.0	-0.8
O=C(Nc1ccc(-n2cccn2)cc1)C1CCN(Cc2ccccn2)CC1	0.2	-23.6	-11.8	-1.9	16.0	-9.7	-1.0
CC(C)(Cc1cc(CC(C)(C)C(=O)O)cc(C(C)(C)C)c1)C(=O)O	1.9	4.0	-10.1	2.3	-3.9	4.1	-4.6
Cc1cc(C)c(NC(=O)c2oc3ccccc3c2COc2ccccc2)c(C)c1	-2.1	-4.4	3.3	/	10.1	/	-4.2
Nc1ncc(Br)cc1S(=O)(=O)NCCC(=O)NC1CCCCC1	0.1	-7.5	-1.4	1.8	-1.3	1.9	1.1
